Screening results from PubChem.
ZTA counter – blocks Epstein-Barr virus ZTA, an EBNA-1 counter-screen. P03206. ZTA-DNA binding, fluorescence polarization. inhibition, % at 11 µM. 320,000 compounds, 0.15% hits. AID 2234; in the data active means inhibition above about 33%
Target sequence (P03206 whole entry, looked up): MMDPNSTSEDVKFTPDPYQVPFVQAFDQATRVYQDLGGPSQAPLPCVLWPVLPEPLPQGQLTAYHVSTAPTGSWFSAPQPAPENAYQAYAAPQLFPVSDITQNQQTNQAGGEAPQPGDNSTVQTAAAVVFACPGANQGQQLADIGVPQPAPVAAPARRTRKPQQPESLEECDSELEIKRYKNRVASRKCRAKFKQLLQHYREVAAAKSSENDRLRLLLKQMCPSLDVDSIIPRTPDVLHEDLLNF
PP5 primary – blocks human protein phosphatase 5 activity; purified PP5c, OMFP substrate fluorescence; inhibition, % at 6.7 µM; 320,000 compounds, 0.18% hits;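 active means inhibition above the campaign's mean inhibition across all tested compounds plus 3 SD, cut at about 9.5% in these data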;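 further: 0% = DMSO only and 100% = 100 µM cantharidin control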
Fh CTSL1 inh – cathepsin L1 inhibition, PFM18AAP counter-screen. recombinant F. hepatica cathepsin L1, Z-Leu-Arg-MCA fluorescence. inhibition, % at 5.96 µM. 300,000 compounds, 0.49% hits. AID 1906;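 active means inhibition above the mean of all tested compounds plus 3 SD, set per screening campaign, cut at about 17% in these data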;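 further: 0% = plate median of test compound wells and 100% = 1 µM Z-Phe-Ala-diazomethylketone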
PP1 inh – blocks human PP1-alpha phosphatase, a PP5 counter-screen | P62136 | purified PP1alpha, OMFP fluorescence | inhibition, % at 6.7 µM | 320,000 compounds, 0.9% hits | AID 2235;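 active means inhibition above the mean inhibition of all tested compounds plus 3 SD, computed separately for each screening campaign, cut at about 15% in these data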
Target sequence (P62136 whole entry, looked up): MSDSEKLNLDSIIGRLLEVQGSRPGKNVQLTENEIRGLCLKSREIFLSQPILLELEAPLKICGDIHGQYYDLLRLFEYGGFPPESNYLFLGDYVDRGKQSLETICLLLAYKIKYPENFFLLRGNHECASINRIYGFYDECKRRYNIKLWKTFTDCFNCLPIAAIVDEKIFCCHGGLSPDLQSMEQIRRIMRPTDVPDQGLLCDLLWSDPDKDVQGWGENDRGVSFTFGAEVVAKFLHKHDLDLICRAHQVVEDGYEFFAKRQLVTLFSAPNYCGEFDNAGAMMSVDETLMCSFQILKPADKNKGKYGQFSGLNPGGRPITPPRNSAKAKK
Yeast superoxide – yeast age-related superoxide inhibition as caloric restriction mimetic. superoxide response (% of plate mean), % at 10 µM. AID 2690. S. cerevisiae aged cells, superoxide DHE fluorescence; stronger effect = lower value. 330,000 compounds, 0.18% hits;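 active means superoxide response under a set limit, about three screen SD below normal, cut at about 65% in these data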;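 further: yeast aged for seven days with compound at 30 °C before DHE staining; 100% = average MFI of all compound-treated wells on the plate with controls excluded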
EBNA-1 inh – blocks EBNA-1 binding to DNA; AID 1950; inhibition, % at 14.8 µM; 300,000 compounds, 0.34% hits; EBNA-1 DNA binding, fluorescence polarization; in the data active means inhibition above about 28%
TPT1 inhibitor – C. albicans TPT1 enzyme inhibition. 300,000 compounds, 0.81% hits. inhibition, % at 5 µM. recombinant caTPT1, FP RNA substrate dephosphorylation;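 active means inhibition above the mean of all tested compounds plus 3 SD, set per screening campaign, cut at about 24% in these data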;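 further: plate controls were DMSO alone for no effect and ferristatin control at 100 nM for full effect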
HCV core dimer – blocks dimerization of HCV core protein. AID 1899. inhibition, % at 5 µM. TR-FRET GST/Flag-core106 dimerization, 1536-well. 300,000 compounds, 0.33% hits;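 active means inhibition above the mean of all tested compounds plus 3 SD, set per screening campaign, cut at about 45% in these data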
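System – GST-tagged and Flag-tagged HCV core protein residues 1-106 · Repeats – one well for each compound · Technique – TR-FRET 671 and 617 nm emission · Doses – one concentration, 5 µM, in 0.5% DMSO · Times – 4 h, 22.5 °C incubation · Also added – Eu donor and XL665 acceptor anti-tag antibodies · Measure – percent inhibition of core106 dimerization signal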
JMJD2C inh – inhibitors of human GASC-1 (JMJD2C) demethylase; 330,000 compounds, 0.069% hits; inhibition, % at 2.35 µM; GST-JMJD2C(1-420) H3K9me3 demethylation, DELFIA europium;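 active means more than half of a compound's replicate wells show inhibition beyond 50%, single wells judged on their own value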;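 further: signal counts dimethyl H3K9 product captured on neutravidin plate; 0% = median of DMSO wells and 100% = 0.3 times that DMSO median; strong numbers were not always called active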
Target sequence (Q9H3R0 1-420 limits assumed): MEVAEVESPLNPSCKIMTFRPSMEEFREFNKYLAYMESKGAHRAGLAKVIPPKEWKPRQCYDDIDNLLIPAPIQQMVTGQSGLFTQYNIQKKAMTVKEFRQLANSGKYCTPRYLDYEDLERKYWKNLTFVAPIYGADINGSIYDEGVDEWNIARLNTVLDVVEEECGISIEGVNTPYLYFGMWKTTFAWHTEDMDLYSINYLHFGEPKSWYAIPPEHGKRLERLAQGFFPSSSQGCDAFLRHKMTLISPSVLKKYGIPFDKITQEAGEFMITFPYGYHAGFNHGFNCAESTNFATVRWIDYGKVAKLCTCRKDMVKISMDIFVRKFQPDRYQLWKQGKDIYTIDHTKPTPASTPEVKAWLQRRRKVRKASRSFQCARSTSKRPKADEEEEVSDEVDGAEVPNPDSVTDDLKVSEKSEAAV
Starred values were filed as active, the others as inactive; nt = no result given.

SMILES	ZTA counter	PP5 primary	Fh CTSL1 inh	PP1 inh	Yeast superoxide	EBNA-1 inh	TPT1 inhibitor	HCV core dimer	JMJD2C inh
CCN(CC)C(=O)CSc1nc(N)c(-c2ccccc2)c(=O)[nH]1	1	1.0	-1	4	101	-1	-1	-1	0
COCCn1c(C)cc(C(=O)CSc2cc(C)c3ccccc3n2)c1C	-12	0.3	1	1	93	-7	5	5	4
O=C(c1cccc([N+](=O)[O-])c1)N1CCN(c2ccc(N3CCOCC3)nn2)CC1	4	-3.0	1	-4	91	12	2	0	1
O=[N+]([O-])c1ccc(OCCCOc2cccc3cccnc23)cc1	9	-0.9	3	4	102	3	-5	7	10
O=C1C2CCCN2C(c2ccc(F)cc2)N1c1cccc(Cl)c1 (stereo not drawn)	7	-0.2	-2	5	94	8	-2	-2	5
N=c1nc(SCCC(=O)O)ss1	-10	1.0	0	-3	101	5	-6	-2	1
CCOCCCNC(=O)c1ccc(NC(C)=O)cc1	6	0.8	0	4	111	-6	1	-1	8
CCOC(=O)c1ccc2[nH]c3c(c2c1)CCCC3	-12	3.1	5	3	96	16	-2	-13	9
O=C1CC(Nc2ccccc2)C(=O)N1CCc1ccccc1 (stereo not drawn)	-4	1.6	2	-1	100	-1	-3	-7	-12
CCN1CCN(CCC(=O)Nc2ccc(F)c(F)c2)CC1	14	1.4	-3	-5	87	0	3	6	5
CN1CC(=O)NC1=NC(=O)C12CC3CC(CC(C3)C1)C2	6	1.6	0	-1	100	2	-4	2	4
C=CCN(CC=C)C(=O)CN1C(=O)NC(c2ccccc2)(c2ccccc2)C1=O	12	-0.4	-4	-1	93	10	-3	6	-16
Cc1cccc(N=C2NC(=O)c3cc([N+](=O)[O-])ccc32)c1	-14	5.0	2	-4	83	4	-3	-5	3
Cc1nc2ccc(Cl)cc2c(-c2ccccc2F)c1CC(=O)O	7	-0.8	1	1	98	4	-3	-5	-2
COCCCn1c(SCC(=O)NC2CCCC2)nnc1-c1ccco1	2	-1.2	3	0	98	7	-3	-7	8
COc1ccc(N(CC(O)Cn2cnc3ccccc32)S(=O)(=O)c2ccc(C)cc2)cc1 (stereo not drawn)	-10	3.2	0	-1	95	0	-1	-4	6
Cc1ccc(-n2nnc3c(=O)n(CC(=O)NCC4CCCO4)cnc32)cc1 (stereo not drawn)	-13	3.9	-5	3	107	-4	2	0	-5
NC(=O)c1nsc(C(=O)N(Cc2cccnc2)C(C(=O)NCc2ccccc2)c2ccc(O)cc2)c1N (stereo not drawn)	0	2.8	3	1	103	0	0	2	-1
CCC(CC)C(=O)Nc1cccc(C(=O)Nc2ccc(S(N)(=O)=O)cc2)c1	15	3.7	4	-1	96	8	-2	-1	-15
CCOC(=O)N1CCC(NC(=O)CSCc2nc(-c3sccc3C)oc2C)CC1	-4	-0.5	-1	-2	85	8	-5	1	-5
COc1cc(C(=O)OCCC(C)C)cc(OC)c1O	-3	1.7	2	2	87	5	0	-18	4
CCN(CC)CCC(C)OC(c1ccccc1)c1ccccc1 (stereo not drawn)	-2	-1.9	1	-2	99	6	-4	1	-11
COc1ccc2[nH]c(=O)c(CN(Cc3cccnc3)C(=O)Nc3ccccc3)cc2c1	5	-0.4	2	1	111	-1	3	-1	9
O=C(Cc1cccc2ccccc12)Nc1cc(C(=O)O)cc(C(=O)O)c1	-3	1.3	-3	-4	106	7	-5	6	8
O=C(CCNC(=O)c1ccccc1Cl)NCCCSc1ccccc1	-7	-0.8	nt	1	92	nt	nt	nt	3
Cc1cc(C)nc(N/N=C/c2ccccc2OCC(=O)O)n1	-7	2.2	6	-5	96	-8	0	-5	-8
C=CCNc1nc2ccccc2nc1NS(=O)(=O)c1ccc(Br)cc1	14	0.8	2	1	87	-1	2	8	-4
Cc1ccc(C(=O)N2CCN(c3ccc(C(F)(F)F)cn3)CC2)c(C)c1	-8	2.6	-2	-5	123	3	-7	7	39
CN(C)c1ccc(/C=N/NC(=O)c2ccccc2O)o1	2	0.5	1	-2	95	-14	-3	-2	3
CC(C)n1nnc(-c2ccc(OCc3ccccc3F)cc2)n1	6	-0.1	-2	0	126	6	2	0	1
O=C(COC(=O)c1ccc(O)cc1O)NC1CC1	-11	-0.5	nt	-4	105	nt	nt	nt	nt
COc1cc(CNCc2ccccc2)cc(Cl)c1OC	5	-1.0	2	1	99	6	-1	-3	15
Cc1ccc(S(=O)(=O)N2CCCCC2)cc1NC(=O)COC(=O)C1=COCCO1	-3	0.5	-2	-3	86	5	-2	0	-21
CCOC(=O)c1snc2c(=O)[nH]cnc12	-8	-1.7	-1	2	89	2	-2	-2	-14
O=C(NN=C1c2ccccc2-c2ccccc21)c1ccccn1	0	2.3	9	3	80	5	0	3	5
Cc1cc(C)nc(Nc2ccc(N3CCCC3)cc2)n1	-21	1.7	17*	8	95	1	0	-20	4
O=S1(=O)CC(O)C(NCCO)C1 (stereo not drawn)	10	-2.5	2	0	87	13	-4	0	3
Cc1cccc(C)c1OCC(O)CN(Cc1ccccc1O)C1CCCCC1 (stereo not drawn)	-2	1.4	0	-1	84	-2	2	1	-23
Cc1ccc(OCc2cc(C(=O)N(C)CCn3ccnc3C)no2)cc1C	9	0.6	0	-3	90	7	-3	4	-7
COc1ccc(CN(C)C(=O)c2ccc(NS(=O)(=O)c3ccc4[nH]c(=O)[nH]c4c3)cc2)c(OC)c1	5	-0.2	1	0	105	0	-3	1	-7
CC(C)(C)NC(=O)COC(=O)CCC(=O)c1ccc(Cl)cc1	-9	1.8	-32	-12	110	-12	-11	2	-12
CCOc1ccc(-c2nc(N)ncc2-c2ccc(OC)cc2)c(O)c1	-7	6.8	7	3	92	-9	0	-6	-5
CSc1ncccc1C(=O)OCC(=O)c1[nH]c(C)c(C(C)=O)c1C	9	1.4	nt	-2	103	nt	nt	nt	3
O=C(CSc1nc2[nH]ncc2c(=O)n1-c1ccccc1)c1ccc2c(c1)OCCO2	8	1.4	-1	0	110	-3	2	5	26
CCOC(=O)C(C)(C)Oc1cccc2c1S(=O)(=O)c1ccccc1-2	3	0.5	1	2	97	1	-3	5	-2
CCN(CC)c1ccc(NC(=O)CCNS(=O)(=O)c2ccc3c(c2)CCC(=O)N3)c(C)c1	6	-1.5	1	0	93	0	5	-7	-20
CN1CCN(C(=O)c2cnn3c2NC(c2ccccc2)CC3C(F)(F)F)CC1 (stereo not drawn)	-11	0.9	0	0	99	-4	-1	-7	-35
Cc1cccc2sc(NC(=O)CCNS(=O)(=O)c3cccs3)nc12	-3	2.5	2	4	107	13	-10	-2	9
CCOc1cc(NC(=O)c2ccccc2OC)c(OCC)cc1NC(=O)c1ccccc1	-11	1.5	-4	-4	88	-5	-1	3	5
O=C(c1ccccc1)N1N=C(c2ccccc2)CC1(O)C(F)(F)F (stereo not drawn)	7	0.2	1	0	119	-3	-2	-2	-9
CCN(CC(=O)NCc1ccc(Cl)cc1)S(=O)(=O)c1ccc(NC(C)=O)cc1	-6	-1.6	3	-3	103	-11	1	-1	-9
O=C(CCNC(=O)c1ccc(Cl)cc1)Nc1ncccc1O	2	-0.4	2	-3	105	-1	-3	12	-3
Cc1ccc(S(=O)(=O)NCc2ccc(C(=O)NCc3cccnc3)cc2)cc1	-4	-2.2	-9	-3	117	-5	3	-2	-10
CC1CC(C)CN(S(=O)(=O)c2ccc3c(c2)n(C)c(=O)c(=O)n3C)C1 (stereo not drawn)	7	-1.5	-8	-5	79	0	0	-5	-10
O=C(NC(=S)Nc1ccc(N2CCCC2)cc1)c1ccccc1[N+](=O)[O-]	-13	2.2	1	-5	112	-2	-1	1	-4
CCN(CC)CCSc1nnc2c3ccccc3n(Cc3ccccc3)c2n1	-8	-0.2	-1	2	92	4	0	-3	-6
CC(C)(C)S(=O)(=O)/C(C#N)=N/Nc1ccc(S(N)(=O)=O)cc1	-6	0.9	-2	-1	102	-13	0	-22	21
COc1ccc(S(=O)(=O)NNc2nc(C)cc(C)n2)cc1Br	5	-0.1	4	-2	87	10	0	-1	6
CCc1noc(C)c1C(=O)Nc1sc(C(=O)N(C)C)c(C)c1C(=O)OC	1	2.4	-1	10	105	5	-3	2	-4
CC1CCN(C(=O)C2CCN(S(=O)(=O)c3cccc4nonc34)CC2)CC1	-4	2.4	-3	-1	107	-2	42*	2	-17

Single records, as listed above.
`CSc1ncccc1C(=O)OCC(=O)c1[nH]c(C)c(C(C)=O)c1C` across the screens: ZTA counter = 9; PP5 primary = 1.4; Fh CTSL1 inh = nt; PP1 inh = -2; Yeast superoxide = 103; EBNA-1 inh = nt; TPT1 inhibitor = nt; HCV core dimer = nt; JMJD2C inh = 3
`O=C(CSc1nc2[nH]ncc2c(=O)n1-c1ccccc1)c1ccc2c(c1)OCCO2` across the screens: ZTA counter = 8; PP5 primary = 1.4; Fh CTSL1 inh = -1; PP1 inh = 0; Yeast superoxide = 110; EBNA-1 inh = -3; TPT1 inhibitor = 2; HCV core dimer = 5; JMJD2C inh = 26

A section from the list above, for reference:
SMILES	ZTA counter	PP5 primary	Fh CTSL1 inh	PP1 inh	Yeast superoxide	EBNA-1 inh	TPT1 inhibitor	HCV core dimer	JMJD2C inh
CCN(CC(=O)NCc1ccc(Cl)cc1)S(=O)(=O)c1ccc(NC(C)=O)cc1	-6	-1.6	3	-3	103	-11	1	-1	-9
O=C(CCNC(=O)c1ccc(Cl)cc1)Nc1ncccc1O	2	-0.4	2	-3	105	-1	-3	12	-3

More records follow:
SMILES	ZTA counter	PP5 primary	Fh CTSL1 inh	PP1 inh	Yeast superoxide	EBNA-1 inh	TPT1 inhibitor	HCV core dimer	JMJD2C inh
CCn1c(CC(=O)Nc2ccc(F)cc2)nnc1SCC(=O)NC1CCCC1	2	1.5	-2	-2	91	-1	5	-3	2
COc1ccc(NC(=O)[C@@H]2[C@@H]3C(=O)N(C4CCCCC4)C(=O)[C@@H]3C3c4ccccc4C=CN32)cc1 (stereo partly drawn)	-5	2.4	-2	11	110	-11	43*	43	11
COC(=O)N/N=C/c1sc(N2CCCCC2)nc1-c1cccs1	8	1.9	3	2	87	3	2	-10	8
CCOC(=O)C1=NN(c2ccc(Cl)cc2)C(=O)C1	10	-2.0	-2	-1	112	-1	-3	-4	7
CC(C)(C)c1ccc(C(=O)Nc2cccc(-n3cnnn3)c2)cc1	13	4.5	1	8	105	-10	3	12	13
COc1cccc(C2CC(c3cccc(Br)c3)n3nc(N)nc3N2)c1 (stereo not drawn)	6	3.1	0	1	100	9	0	0	2
COC(=O)CCCC1=CC2=C(c3ccccc3)C(=O)C(C)(OC(=O)C3CCCC3)C(=O)C2=CN1C1CCCCC1 (stereo not drawn)	17	0.5	3	-1	90	3	1	14	-14
CCCn1c(SCC(=O)NCC)nc2sc3c(c2c1=O)CCC3	1	-1.7	3	0	94	4	-4	-1	-2
COc1ccccc1CCNC(=O)CCCn1nc(C)c2c(C)n(-c3ccc(C)cc3)nc2c1=O	-4	-0.3	0	-4	101	-9	2	3	3
CC(=O)c1sc(N/N=C\c2ccc(Br)cc2)nc1C	-12	3.8	3	4	91	-5	71*	-11	18
Nc1scn[n+]1Cc1cccc2cccnc12	-4	0.8	5	-2	98	-5	-1	-6	0
CCOC(=O)c1c(C)[nH]c(C)c1C(=O)COC(=O)c1cc2ccccc2cc1OC	-2	8.2	-2	2	97	-5	2	-1	1
Cc1ccc(-c2csc(NC(=S)NC(=O)c3cccs3)n2)cc1	4	-0.4	-2	0	143	6	0	6	-3
Cc1ccc(OCCNC(=O)c2cccc(Oc3ccc(C(F)(F)F)cc3[N+](=O)[O-])c2)cc1	3	4.1	1	7	98	-1	1	3	-1
CCCCCCOc1ccc(N2C(=O)CC(SC(=NCC)NCC)C2=O)cc1 (stereo not drawn)	-3	0.7	-1	1	65*	-3	2	0	2
O=S(=O)([N-]c1nc2ccccc2nc1-[n+]1ccccc1)c1ccc(F)cc1	14	0.0	3	-5	109	-6	1	1	4
